Compound activity: PubChem, National Center for Advancing Translational Sciences (NCATS)
D3 antag: blocks the human D3 dopamine receptor | 2.5% of 360,000 active | max response, negative = inhibition, % | P35462 | D3R cells, DiscoveRx beta-arrestin luminescence, antagonist mode; active compounds read low | AID 652054; in the data active = max response below about -50%; inconclusive = no clear call, values can overlap the other calls; also: % is scaled to controls: 0 for no effect and ±100 for the full control effect; mostly tested at two doses, the higher about 12 µM
Target sequence (P35462 whole entry, looked up): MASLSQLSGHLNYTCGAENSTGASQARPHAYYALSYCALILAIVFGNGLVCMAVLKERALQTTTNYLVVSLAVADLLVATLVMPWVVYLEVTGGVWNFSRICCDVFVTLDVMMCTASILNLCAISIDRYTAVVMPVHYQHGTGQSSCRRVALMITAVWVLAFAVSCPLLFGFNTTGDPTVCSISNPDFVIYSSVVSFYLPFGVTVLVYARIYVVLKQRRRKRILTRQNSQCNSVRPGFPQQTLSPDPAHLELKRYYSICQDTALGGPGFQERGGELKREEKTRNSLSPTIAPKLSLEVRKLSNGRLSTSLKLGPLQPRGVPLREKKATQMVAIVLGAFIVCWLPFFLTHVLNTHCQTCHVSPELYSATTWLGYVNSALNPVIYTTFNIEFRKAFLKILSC
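Cells plated overnight at 1500 cells/well, then exposed to library compounds with dopamine controls for 90 minutes at 37 degrees C. DiscoveRx reagent added for 30–60 minutes at room temperature; luminescence read, quantitative HTS format.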
aSyn rescue: rescues yeast growth from alpha-synuclein toxicity; 0.14% of 370,000 active; Potency, µM (series often up to 46.1 µM), for the others: at the top dose growth rescue (activation), actives largely listed as activators; Yeast expressing alpha-synuclein, growth rescue, BacTiter-Glo, 24 h; also: potency is read from the fitted curve at half-maximal effect; % of control where 0% means no effect; nearly all actives have a fitted effect of over 65% in size
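Galactose-induced alpha-syn yeast (OD600=0.02, raffinose-pregrown) + pinned cpd, 24 hr, 30 deg C; growth by BacTiter-Glo luminescence. Growth restoration scores as activation.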
GLP1R cytotox: cytotoxicity in counter-screen for GLP-1R inverse agonists; HEK293 cAMP-luciferase reporter cells, luminescence, 24 h; Potency, µM (top dose mostly 38.3 µM), for the others: top-dose activity change, negative = inhibition, usual class: inhibitors; 0.13% of 410,000 active; AID 624418;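 also: loss of luciferase light is scored as toxicity; potency is read from the fitted curve at half-maximal effect; % is scaled to controls: 0 for no effect and ±100 for the full control effect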
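Quantitative HTS format, 1536 wells, 200 cells/uL seeded. Compounds: 23 nL, 24 h, 37 °C. Detection: luciferase reagent, luminescence at 12 min RT; decreased signal taken as cytotoxic.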
PTHR1 ag: activates the human parathyroid hormone receptor PTHR1; Q03431; HEK293 GP2 PTHR1 cells, GloSensor cAMP luminescence, 1 h; Potency, µM (titrated, usually from 115 µM), without a hit: at the highest dose activation, actives largely listed as activators; 0.075% of 410,000 active; also: potency is read from the fitted curve at half-maximal effect; nearly all actives have a fitted effect of over 55% in size; some results filed as inactive show a strong effect at the top dose; inactives centre near -15; many of its hits are not listed in these tables
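HEK-293-derived GP2 cells expressing PTHR1 and a GloSensor cAMP reporter, 3,000/well, plated overnight, given luciferin plus IBMX (each 0.5 mM as added) for 1 h at 37 °C, then compound for 1 h at 37 °C. Luminescence was read after 15 min at room temperature.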
GLP-1R inv ag: acts as inverse agonist at human GLP-1 receptor. P43220. Potency, µM (top dose mostly 38.3 µM), for the others: at the highest dose activity change, negative = inhibition, most hits filed as inhibitors. 1.6% of 410,000 active. HEK293 GLP-1R CRE-luciferase, luminescence, 24 h; GLP-1R form is constitutively active; also: potency is read from the fitted curve at half-maximal effect; % is scaled to controls: 0 for no effect and ±100 for the full control effect; nearly all actives have a fitted effect of over 55% in size
Target sequence (P43220 whole entry, looked up): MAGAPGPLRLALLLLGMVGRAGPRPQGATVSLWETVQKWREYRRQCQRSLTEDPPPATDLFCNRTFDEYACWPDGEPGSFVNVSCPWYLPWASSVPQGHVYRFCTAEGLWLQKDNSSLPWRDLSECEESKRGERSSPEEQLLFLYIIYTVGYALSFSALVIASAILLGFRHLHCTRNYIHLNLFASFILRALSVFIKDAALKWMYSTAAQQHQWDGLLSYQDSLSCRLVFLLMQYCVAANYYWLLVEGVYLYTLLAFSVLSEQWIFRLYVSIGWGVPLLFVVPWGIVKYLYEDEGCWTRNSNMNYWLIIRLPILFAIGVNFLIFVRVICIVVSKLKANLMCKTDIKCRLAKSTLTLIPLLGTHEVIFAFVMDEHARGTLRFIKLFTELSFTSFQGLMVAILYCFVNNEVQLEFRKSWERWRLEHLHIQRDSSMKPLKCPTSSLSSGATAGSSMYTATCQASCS
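Readout was luciferase luminescence, measured 12 min after detection reagent at room temperature. Beforehand, GLP-1R reporter HEK293 cells had sat 12 h, then received compounds for 24 hr at 37 deg C.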
GLP-1R agonist: activates the human GLP-1 receptor; HEK293 GLP-1R CRE-luciferase, luminescence, 4-6 h; cells express a hypersensitive GLP-1R form; Potency, µM (series often up to 45.6 µM), without a hit: at the top dose activation, usual class: activators; 0.007% of 380,000 active; AID 624172; also: potency is read from the fitted curve at half-maximal effect; % of control where 0% means no effect
TDP-43 yeast inh: rescues yeast growth from TDP-43 toxicity; TDP-43 expressing yeast growth rescue, BacTiter-Glo, 24 h; Potency, µM (highest dose often 46.1 µM), for inactives: top-dose growth rescue (activation), hits mostly activators; 1.8% of 410,000 active; AID 652104; also: potency is read from the fitted curve at half-maximal effect; % of control where 0% means no effect; nearly all actives have a fitted effect of over 50% in size
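Growth rescue of TDP-43-toxic yeast measured as ATP luminescence (BacTiter-Glo). Cells grown to mid-log in raffinose, induced in galactose at OD600=0.02, exposed to compound 24 hr at 30 deg C.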
KB-V1 cytotox: KB-V1 MDR subline cytotoxicity; KB-V1 MDR cells viability, CellTiter-Glo, 72 h; Potency, µM (highest dose often 46.1 µM), for inactives: top-dose activity change, negative = cytotoxicity, most hits filed as cytotoxic; 3.4% of 400,000 active; also: potency is read from the fitted curve at half-maximal effect; % is scaled to controls: 0 for no effect and ±100 for the full control effect; nearly all actives have a fitted effect of over 60% in size
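Luminescent ATP read-out (CellTiter-Glo, 10 min) measures survival of drug-selected KB-V1 MDR cells after 72 h, 37 degrees C compound exposure. Medium: phenol-red-free DMEM, 10% FBS. Values from fitted concentration-response curves.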
DRD3 agonist: agonists of human D3 dopamine receptor; D3R DiscoveRx beta-arrestin cells, luminescence, 90 min; 0.58% of 410,000 active; P35462; max activation, %; in the data active = max activation above about 30%; also: 0% is about no effect; mostly tested at two doses, the higher about 12 µM
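Cells at 1500/well, incubated overnight, then treated with pinned compounds (dopamine as control) for 90 min at 37 degrees C. DiscoveRx reagent added for 30 - 60 minutes at room temperature; luminescence read.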
An asterisk follows results filed as active; i = inactive; ? = inconclusive; . = not tested or not shown; & = joins results of further samples; ! = not confirmed by another sample; [ ] = another dose, or the depositor's remark. Unless noted, calls follow the shape of the dose curve; as a rule, active = well fitted curve in the direction sought with a large enough effect; inconclusive = small, poorly fitted or top-dose-only effect, or another doubt; inactive = no such curve, though single readings can be large; an effect the other way counts as inactive or inconclusive. Not all compounds are listed, so the mix of outcomes need not match the whole.

SMILES | D3 antag | aSyn rescue | GLP1R cytotox | PTHR1 ag | GLP-1R inv ag | GLP-1R agonist | TDP-43 yeast inh | KB-V1 cytotox | DRD3 agonist
O=C(c1cnc(N2CCOCC2)c2ccccc12)N1CCN(c2ccccc2)CC1 | . | . | 0% | i | -5% | . | 0% | -17% | 2
Cc1cc(=O)n(C)c(=O)n1CCCCCN1CCCC1 | 40 | -1% | 5% | i | -2% | 0% | 8% | 20% | -1
CN1CCN(C(=O)C(=O)c2cn(CC(=O)N3CCCC3)c3ccccc23)CC1 | 0 | 0% | 2% | -10% | 17% | -12% | 0% | . | 4
CC(=O)c1cccc(CN2CCC(CO)(CCOc3ccccc3)CC2)c1 | -14 | -1% | 1% | -4% | -32% | -1% | 7% | -5% | -19
O=C(COc1ccc(F)cc1)OCc1cc(=O)n2nc(C3CC3)sc2n1 | . | . | 1% | i | 12% | . | 8% | -16% | -5
CC[C@]12c3[nH]c4ccc(OC)cc4c3CCN1C(=O)C(CC(=O)NCCN1CCOCC1)C[C@@H]2C(=O)N1CCN(C(=O)C2CC2)CC1 (stereo partly drawn) | -3 | 0% | 0% | -3% | 7% | 4% | 3% | -1% | 13
O=C1c2ccccc2CN1Cc1ccccc1 | 11 | -4% | -4% | i | -1% | 18% | 6% | -7% | -11
O=C1CCc2cc(NS(=O)(=O)c3ccc([N+](=O)[O-])cc3)cc3c2N1CC3 | 19 | 4% | 8% | -12% | 41%[activator] | 3% | -15% | -5% | -7
CN(C)S(=O)(=O)c1cccc(NC(=O)CCCC2CCCCC2)c1 | -1 | -1% | 5% | -21% | ? | 14% | 16% | -14% | 1
O=C(c1ccc(OC2CCN(Cc3ccccn3)CC2)cc1)N1CCC[C@H]1CO | 6 | 3% | -2% | i | -10% | -3% | -1% | . | -10
O=C1CCCc2nn(-c3ccccc3)c(-c3ccncc3)c21 | -7 | 5% | -12% | i | 13% | -7% | -5% | -5% | 1
CCN1CCc2nc3sc(C(=O)Nc4cccc(Cl)c4C)c(N)c3cc2C1 | . | . | -4% | -34%[inhibitor] | ? | . | 22% | 6.5µM* | 6

Arranged by number of heavy atoms (ascending): part of the list above
SMILES | D3 antag | aSyn rescue | GLP1R cytotox | PTHR1 ag | GLP-1R inv ag | GLP-1R agonist | TDP-43 yeast inh | KB-V1 cytotox | DRD3 agonist
O=C1CCc2cc(NS(=O)(=O)c3ccc([N+](=O)[O-])cc3)cc3c2N1CC3 | 19 | 4% | 8% | -12% | 41%[activator] | 3% | -15% | -5% | -7
CC(=O)c1cccc(CN2CCC(CO)(CCOc3ccccc3)CC2)c1 | -14 | -1% | 1% | -4% | -32% | -1% | 7% | -5% | -19
CN1CCN(C(=O)C(=O)c2cn(CC(=O)N3CCCC3)c3ccccc23)CC1 | 0 | 0% | 2% | -10% | 17% | -12% | 0% | . | 4

Additional results follow.
SMILES | D3 antag | aSyn rescue | GLP1R cytotox | PTHR1 ag | GLP-1R inv ag | GLP-1R agonist | TDP-43 yeast inh | KB-V1 cytotox | DRD3 agonist
CCOC(=O)C1CCN(Cc2ccc(Cl)c(Cl)c2)CC1 | -85* | 1% | 4% | i | 0% | -1% | -21% | -19% | -38
CCCCCN(C(=O)CCC(=O)OC(C)C(=O)Nc1cccc(C#N)c1)c1c(N)n(CCCC)c(=O)[nH]c1=O (stereo not drawn) | 24 | 1% | -6% | i | 7% | 7% | -5% | 6% | -7
O=C(CCC(=O)OCC(=O)c1ccc(Br)cc1)Nc1cccc2cccnc12 | 12 | -7% | 2% | -21%[57.5 µM] | 5% | -10% | 14% | 3% | -1
CC1CCCCC1NC(=O)/C(C#N)=C/C=C/c1ccccc1[N+](=O)[O-] (stereo not drawn) | -13 | 0% | -28% | -16% | ? | 1% | 14% | ? | -4
CCNC(=O)C1(C)CCCN(CC(=O)c2ccccc2OC)C1 (stereo not drawn) | -23 | -12% | 2% | 5% | -19% | -7% | -8% | 12% | -9
CCOC(=O)c1c(-c2cccs2)csc1NC(=O)CN(CC)CC | 4 | . | 11% | -21% | ? | 9% | ? | 0% | -2
Cc1cccc2nc(-c3cccnc3)c(Nc3ccccc3)n12 | -13 | -2% | 0% | -35%[inhibitor] | -28% | 2% | 1% | 18µM* | -7
Cc1cc(C)c(NC(=O)CNC(=O)COC(=O)CN2C(=O)NC3(CCCC3)C2=O)c(C)c1 | 5 | 1% | -2% | 2% | -4% | 4% | -16% | 0% | -2
CCOC(=O)/C(Sc1nc(-c2ccccc2)cc(-c2ccccc2)c1C#N)=C(\C)O | 10 | 20% | 203%[activator] | i | ? | 1% | -4% | -8% | -10
CC(=O)c1ccc(NC(=O)C(C)Sc2ccccn2)cc1 (stereo not drawn) | 19 | -1% | -5% | -5% | 24% | -2% | . | -1% | 3
COc1ccc(CNC(=O)c2cccc(-n3cnc4cccnc43)c2C)cc1 | . | . | -2% | i | 6% | . | 11% | 11% | 8
CCn1cc(CN2CCC(C(=O)Nc3cccc(-c4cscn4)c3)CC2)cn1 | 0 | -6% | 12% | -19% | 1% | 2% | 4% | 18% | -22
COc1ccccc1NC(=O)CN1C(=O)CCSc2ccccc21 | . | ? | 4% | i | 6% | -5% | 10% | ? | 2
O=C(CN1CCN(c2cccc(Cl)c2)CC1)Nc1ccc([N+](=O)[O-])cc1C(=O)Nc1ccccc1F | 69 | 8% | 7% | i | 6% | -6% | ? | -22% | 19
CC1(C(=O)N2CCCCC2)CCN1C(=O)c1ccccc1CCc1ccccc1 (stereo not drawn) | 0 | ? | -2% | -28% | 2% | -1% | ? | 1% | 3
COc1ccc(/C=C/C(=O)OCC(=O)N2CC(=O)Nc3ccccc32)cc1 | 6 | 2% | 14%[1.53 µM] | -25% | -15% | 1% | 7% | -4% | 3
COc1cccc(-n2cc(C(=O)OCc3ccc(F)c(F)c3)c3ccccc3c2=O)c1 | . | . | -6% | i | 3% | . | 13% | 2% | 3
CCN1CCN(S(=O)(=O)c2ccc(Cl)c(C(=O)Oc3ccc(CC(=O)OC)cc3)c2)CC1 | -16 | -2% | -4% | -9% | -9% | 26% | 18% | -5% | 0
CC(=O)Nc1cccc(O)c1 | -1 | 10% | 7% | -16% | ? | 1%&3% | -3% | 13% | 83*!
CC(=O)c1ccc(-c2ccc(C(=O)N3CCCc4ccccc43)o2)cc1 | -21 | -19% | 3% | -27% | -15% | 23% | ? | ? | -8
CCN1CCN(Cc2c(O)ccc3c(=O)c(-c4ccccc4OC)coc23)CC1 | -11 | 2% | 0% | i | -1% | 0% | -4% | -13% | 3
CC(Oc1ccccc1)C(=O)NC1CCSc2ccccc21 (stereo not drawn) | -13 | -7% | 12% | -5% | ? | -2% | ? | ? | -2
CCCCN(C(=O)c1cccc(S(=O)(=O)N2CCCCC2)c1)C1CCS(=O)(=O)C1 (stereo not drawn) | 20 | 0% | 2%&2% | -14% | -13%&5% | -6% | 1%&-19% | 0% | 4&-15
Cn1c(CNc2nc3ccccc3n2C)nc2ccccc21 | -70* | 4% | -12% | -5% | -2% | 0% | -7% | 1% | -11
COc1cc(/C=N/Nc2nc(C)cc(C)n2)ccc1O | 0 | -14% | 3% | i | 8% | -1% | 12% | 16% | 3
COc1ccc([N+](=O)[O-])cc1NC(=O)CN(C)S(=O)(=O)c1ccccc1 | -3 | 2% | -2%[7.66 µM] | -24% | 14%[7.66 µM] | 10% | -2%[9.22 µM] | ? | -1
COc1ccc(NC(=O)N(C)C[C@H]2Oc3c(NC(=O)C4CCCCC4)cccc3C(=O)N([C@H](C)CO)C[C@@H]2C)cc1 | -5 | -4% | -15% | i | -2% | -5% | 5% | 0% | -5
S=c1[nH]ncn1NCc1cccc(Br)c1 | -27 | 6% | 6% | -3% | 34%[activator] | 5% | 18% | 5% | 7
CCS(=O)(=O)N1CCN(c2ccc([N+](=O)[O-])c(NCc3cccnc3)c2)CC1 | -4 | 3% | ? | -47%[inhibitor] | 57%[activator] | 16% | -10% | -10% | -3
O=Cc1ccccc1-n1cncn1 | 7 | 2% | -3% | i | -8% | 2% | 3%[9.22 µM] | 2% | 4
Cc1c(C(=O)O)sc(S(=O)(=O)N2CCN(C(=O)CCc3ccccc3)CC2)c1C(=O)O | -7 | -4% | 3% | 19% | 9% | 2% | -19% | 20% | -5
CSc1sc(C(=O)O)c(C)c1C(C)=O | 6 | -2% | -3% | i | 2% | -6% | -2% | 17% | -12
CC(=O)c1cccc(OCC(O)CNCC2COc3ccccc3O2)c1 (stereo not drawn) | -51* | 0% | -2% | i | -29% | 3% | -5% | 5% | 37*
CCCN(CCC)C(=O)Cn1c(=O)n(-c2ccc(OC)cc2OC)c(=O)c2c3c(sc21)CCC3 | . | . | -8% | -13% | 14% | 0% | 27% | -10% | 7
Cc1cn(C2CCCCC2)c(=O)n(-c2ccccc2)c1=O | -23 | 3% | -26% | -24% | 5% | 2% | -10% | . | -7
CCOc1ccc(OCc2cccc(C(=O)O)c2)cc1 | 0 | -14% | -7% | -6% | -56% | -17% | -23% | 12% | 0
CN(Cc1nccs1)C(=O)c1ccc(OC2CCN(CCc3ccccc3)CC2)cc1 | ? | 4% | ? | -14% | ? | 2% | -1% | . | -29
C=CCN(c1ccccc1)S(=O)(=O)c1cccc(C(=O)N2CCN(c3ncccn3)CC2)c1 | 27 | 12% | -16% | -46%[inhibitor] | -2% | 4% | 5% | 0% | -9
CN(CCCN1CCOCC1)Cc1nc(-c2ccccc2)no1 | -9 | 4% | 5% | i | 16% | -5% | 6% | -1% | -6
O=C(COC(=O)c1ccc(S(=O)(=O)N2CCCCC2)cc1)Nc1ccccc1 | -6 | 0% | 3% | i | 9% | -1% | 26% | ? | 3
O=C(c1ccc2nc(N3CCCCC3)sc2c1)N1CCN(c2ccccn2)CC1 | -14 | 1% | 3% | i | -9% | -3% | -7% | -3% | -14
